Bioassay records from PubChem.
GALR2 antag: GALR2 antagonists in receptor-expressing cells, primary screen; Galanin receptor type 2 (Homo sapiens), O43603; antagonist mode; inhibition, % at 4 µM; 0.39% of 140,000 active; in the data active = inhibition above about 27%;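 note: cells stimulated with galanin 1-16 at roughly its EC80; 0% = agonist challenge control and 100% = basal control without agonist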
Target sequence (O43603 whole entry, looked up): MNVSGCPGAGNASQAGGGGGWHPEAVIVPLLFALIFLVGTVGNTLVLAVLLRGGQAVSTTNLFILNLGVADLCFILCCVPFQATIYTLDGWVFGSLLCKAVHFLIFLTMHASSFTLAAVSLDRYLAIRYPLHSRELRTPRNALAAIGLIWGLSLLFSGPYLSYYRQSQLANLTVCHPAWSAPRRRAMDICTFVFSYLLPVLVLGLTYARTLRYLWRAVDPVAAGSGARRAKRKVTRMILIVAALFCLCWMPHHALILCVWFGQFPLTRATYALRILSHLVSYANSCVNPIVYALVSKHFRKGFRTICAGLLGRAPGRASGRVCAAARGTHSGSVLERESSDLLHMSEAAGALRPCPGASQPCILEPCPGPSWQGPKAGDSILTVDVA
Yeast lifespan up: compounds extending yeast replicative lifespan, primary screen, S. cerevisiae, OD615; S. cerevisiae growth with nicotinamide; deaD strain in restrictive glucose medium; inhibition of the nicotinamide effect, % at 10 µM; 0.68% of 130,000 active; AID 775, 2007;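 active = inhibition above a set limit, placed 3 SD over the median of all compounds, cut at about 26% in these data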;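 note: 0% = nicotinamide-treated wells and 100% = cells grown without nicotinamide; some compounds called inactive have numbers as strong as hits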
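System: Modified budding yeast, DeaD strain | Buffer or medium: Restrictive glucose medium | Also added: 1.5 mM nicotinamide | Doses: 10 µM single point, 0.25% DMSO | Schedule: 48 h compound exposure at 30 °C, humidified | Detection: Absorbance at 615 nm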
Measles CPE: compounds protecting cells from measles virus cytopathic effect, primary screen, measles RdRp inhibitor project, single point, MLSMR library, absorbance | AID 841, 2007 | Measles virus-infected cells, CPE protection | 1.5% of 140,000 active | protection (pct of control), % at 4 µM; in the data active = protection mostly above about 24%, no sharp cut-off; inactive = mostly below about 26%; note: some compounds called inactive have numbers as strong as hits
E-sel TNF inh: E-selectin induction blockers in HUVEC – imaging, immunofluorescence, high content, primary screen | HUVEC TNFa-induced E-selectin immunofluorescence | inhibition, % at 2 µM | 0.71% of 120,000 active | AID 1246, 2008;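 active = inhibition above the batch mean plus 3 SD, and confirmed as a hit on visual image review, cut at about 43% in these data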;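 note: 0% = TNF-stimulated DMSO wells and 100% = unstimulated control wells; not every result past the cut was called active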
MRP-1 activ: H69AR viability gain despite doxorubicin, primary screen, MRP-1 activator project, H69AR cells, CellTiter-Glo | viability rescue | 0.61% of 140,000 active | viability increase, % at 10 µM;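 active = viability gain under doxorubicin at or above a set limit, the compound median plus 3 SD, cut at about 4.7% in these data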;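 note: MRP-1 overexpressing cells given doxorubicin 25 µM after compound pretreatment; 18-22 h compound pretreatment then 72 h with doxorubicin before readout; 0% = doxorubicin-only wells and 100% = vehicle-treated cells without doxorubicin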
NPY-Y2 antag: NPY-Y2 receptor antagonists, primary screen, cell-based | NPY-Y2 expressing cells, antagonist mode | AID 793, 2007 | inhibition, % at 2.7 µM | Neuropeptide Y receptor type 2 (Homo sapiens), P49146 | 0.99% of 140,000 active; in the data active = inhibition above about 17%;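 note: 0% = vehicle with agonist challenge and 100% = reference antagonist with challenge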
Target sequence (P49146 whole entry, looked up): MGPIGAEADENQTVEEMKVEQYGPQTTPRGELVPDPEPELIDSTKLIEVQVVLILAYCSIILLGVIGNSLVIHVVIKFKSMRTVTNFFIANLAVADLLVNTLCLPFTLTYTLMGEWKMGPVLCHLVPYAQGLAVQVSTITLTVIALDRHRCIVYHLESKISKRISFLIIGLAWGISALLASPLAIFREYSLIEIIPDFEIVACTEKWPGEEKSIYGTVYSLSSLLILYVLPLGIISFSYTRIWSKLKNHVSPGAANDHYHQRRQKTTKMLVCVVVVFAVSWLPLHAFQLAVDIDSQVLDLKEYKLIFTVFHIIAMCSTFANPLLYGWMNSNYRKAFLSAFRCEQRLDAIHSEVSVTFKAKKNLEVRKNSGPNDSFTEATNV
PTEN del growth: growth suppression of PTEN-null HCT116, primary screen, cell-based, CellTiter-Glo; HCT116 PTEN-null viability, 60 h; hits give low values; viability, % at 10 µM; 1.2% of 140,000 active; AID 827, 2007;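 active = viability at or below a set limit, 4 SD under the median of all tested compounds, cut at about 3.7% in these data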;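 note: PTEN knockout HCT116 line with beta catenin targeted HCT116 as companion control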
Phagocytosis inh: inhibitors of macrophage phagocytosis, primary screen, imaging, J774A.1 cells, IgG beads | J774A.1 macrophage IgG-bead phagocytosis | inhibition, % at 5 µM | 0.07% of 110,000 active | AID 1029, 2008;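 active = inhibition above the mean of the plate negative controls plus 5 SD, cut at about 13% in these data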;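 note: phagocytic index as fraction of beads internalized from green versus red external bead signal; plate controls were DMSO negative control for no effect and cytochalasin-D positive control for full effect; some results beyond the cut were filed as inactive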
bCat KO growth: primary screen for growth suppressors in beta-catenin knockout HCT116 cells (colon tumor, human). HCT116 beta-catenin knockout viability, CellTiter-Glo, 60 h; hits give low values. viability, % at 10 µM. 1.5% of 140,000 active;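 active = viability at or under a set limit, the compound median less 4 SD, cut at about 6% in these data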;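 note: 0% = Hyamine 1622 control at 20 µM and 100% = untreated cell control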
BB579 growth dn: growth inhibitors of yeast BB579 in restrictive medium, primary screen, yeast lifespan-shortening project, S. cerevisiae; OD615, 48 h; inhibition, % at 10 µM; 0.51% of 140,000 active; AID 804, 2007;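 active = inhibition above a set limit, 3 SD over the mean compound inhibition, cut at about 44% in these data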; note: inactives centre near -24
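controls = amphotericin B 10 µg/mL, positive | assay system = DeaD yeast strain BB579 | schedule = 48 h compound exposure at 30 °C after 4 h preincubation | detection = OD615 turbidity measurement | medium = restrictive CSMM-D medium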
Active calls of the source: *; . = no result given.

SMILES	GALR2 antag	Yeast lifespan up	Measles CPE	E-sel TNF inh	MRP-1 activ	NPY-Y2 antag	PTEN del growth	Phagocytosis inh	bCat KO growth	BB579 growth dn
Cc1cc2oc(=O)c3c(c2cc1OCc1nn[nH]n1)CCCC3	8.2	-23.1	3.4	16.8	-1.2	2.6	100.1	-0.3	110.4	-36.5
COC(=O)c1c(-c2ccc(C)cc2)csc1NC(=O)Cc1ccc(OC)c(OC)c1	-2.1	-3.0	23.5	-17.9	-1.0	4.8	51.7	-2.6	39.1	-10.6
C=C(c1cccc2ccccc12)P(=O)(O)O	3.7	-4.5	9.3	-7.0	0.6	3.6	107.7	1.6	110.7	-80.5
CCCCCOC(=O)c1ccc(NC(=O)c2ccco2)cc1	11.3	-11.7	10.5	6.5	-0.2	0.1	89.7	3.3	94.0	1.2
Cc1c2c(n3c(nc4ccccc43)c1C#N)N(c1ccccc1)CC2	17.2	4.0	4.3	.	-0.7	1.3	91.9	4.8	95.6	-32.4
CCn1c(SCC(=O)NC2CCCCC2)nnc1-c1cc2cccc(OC)c2o1	-2.0	3.0	8.5	-7.8	-0.4	1.0	62.9	.	68.0	-20.2
COc1ccc(S(=O)(=O)NC(CC(=O)NCc2ccc3c(c2)OCO3)c2ccco2)cc1 (stereo not given)	19.4	-0.6	5.6	.	-1.9	0.2	86.2	-2.4	98.3	-16.1
Cc1ccccc1OCc1nc2ccccc2c(=O)n1/N=C/c1c[nH]c2ccccc12	9.3	3.3	9.6	-5.7	-2.7	-0.4	59.6	-2.4	62.4	-34.9
CCc1c(O)nc(SCC(=O)Nc2ccccc2OC)[nH]c1=O	5.0	-1.5	14.3	.	-1.6	5.1	104.0	-0.4	84.8	-61.7
CCOC(=O)c1ccc(NC(=O)N2CC(C)OC(C)C2)cc1 (stereo not given)	2.6	-20.4	3.3	-23.1	1.6	-3.7	100.8	-0.7	94.5	-33.1
CCC(=O)N1CCc2cc(S(=O)(=O)CCC(=O)N3CCc4ccccc4C3)ccc21	-8.9	0.3	17.5	.	-1.4	7.5	98.0	-0.7	93.4	-26.3
CCN1CCc2c(sc(NC(=O)c3ccc(S(=O)(=O)N4CCOCC4)cc3)c2C(=O)OC)C1	-10.6	-12.3	7.4	-36.7	-5.9	1.0	7.3	.	11.0	-30.5
CC1=CN2C(=N)/C(=C/c3ccc(Sc4ccc(C)cc4)o3)C(=O)N=C2S1	-0.1	0.0	5.2	-4.8	-3.6	2.4	79.1	.	81.9	-19.6
COc1cccc(-c2nc(-c3ccc(NC(=O)Cc4ccccc4OC)cc3)no2)c1	-8.1	-6.8	4.6	3.6	0.8	23.0*	71.8	1.3	85.3	-13.0
Cn1c(=O)c2c(nc(CN3CCN(C(=O)c4ccco4)CC3)n2Cc2ccc(F)cc2)n(C)c1=O	-0.1	4.3	12.1	11.2	-1.3	4.1	94.0	-2.5	94.4	-35.0
Cc1cccc(C)c1NC(=O)CN(C)c1ccc(C(F)(F)F)cn1	4.5	-0.9	39.8	-18.8	-1.1	4.7	72.8	2.7	75.8	-27.2
O=C(Nc1ccccc1)Nc1cc(OCC(F)(F)F)cc(OCC(F)(F)F)c1	27.3*	8.3	22.8	-23.6	-6.2	-2.5	1.9*	-7.0	2.2*	-17.4
O=C(Nc1c(F)cc(F)cc1Br)c1cc(-c2ccc(O)cc2)on1	-2.2	-6.8	10.8	.	-1.2	8.3	92.8	0.1	93.4	-30.8
Cc1c(C(C)O)nnn1-c1nonc1N (stereo not given)	-7.1	-5.0	4.2	.	-0.1	-2.2	106.8	0.3	104.3	-22.8
COc1cc(OC)c(OC)cc1CNC1CCCCCC1	-17.4	5.2	4.5	3.4	-2.3	0.6	84.7	0.6	76.9	-53.4
COC(=O)c1sccc1NC(=O)CSc1cc(Cl)ccc1Cl	-5.9	-14.5	10.7	.	2.5	12.0	76.1	.	96.3	-34.2
CCO/C=C1/C(=O)N(C)C(=O)c2cc(OC)ccc21	5.9	-5.5	10.6	-12.2	-0.6	-1.1	97.4	-0.8	94.7	42.2
CC(C)(C)C1=Nn2c(nnc2C2CCCCC2)SC1	-0.1	5.7	3.0	7.4	-0.8	1.0	94.3	-0.5	105.8	-22.0
CN=c1scc(-c2cccs2)n1/N=C/c1ccccc1O	3.9	-5.1	14.6	.	-3.0	-2.0	19.5	1.2	19.4	-7.6
C=C(C)CC(NCc1ccco1)c1ccc(OC)cc1 (stereo not given)	-0.6	-10.6	7.2	-7.6	-2.1	-2.1	92.9	.	93.6	-11.3

Continuation:
SMILES	GALR2 antag	Yeast lifespan up	Measles CPE	E-sel TNF inh	MRP-1 activ	NPY-Y2 antag	PTEN del growth	Phagocytosis inh	bCat KO growth	BB579 growth dn
O=C(c1sc2ccccc2c1Cl)N(Cc1ccco1)C1CCS(=O)(=O)C1 (stereo not given)	-6.5	-11.0	37.3	-1.8	-1.8	2.9	89.3	-1.0	87.3	-45.9
CC(C)OCCCNC(=O)c1cc(Sc2ccc(F)cc2)nc2ccccc12	6.7	3.2	14.3	-26.1	-2.8	8.7	92.8	-5.5	92.1	-29.0
Cc1cc(=O)oc(C)c1C(=O)OC(C(=O)c1ccccc1)c1ccccc1 (stereo not given)	8.7	6.5	2.9	15.9	-1.7	1.2	96.9	-2.2	101.9	-65.2
Clc1ccc2c(c1)C(N1CCNCC1)Cc1ccccc1S2 (stereo not given)	6.5	.	14.1	14.3	-7.5	7.4	1.7*	.	1.5*	-42.4
COc1ccc(OC)c(C(=O)N2CCC(C(=O)c3ccc(F)cc3)CC2)c1	22.7	.	2.9	12.2	-3.4	-0.9	80.8	.	83.3	5.3
COC(=O)/C=C1/N/C(=N\c2nc(C)cc(C)n2)N(c2ccc(C)c(C)c2)C1=O	2.3	-10.1	30.8	-61.5	-2.3	1.6	76.2	-0.5	69.0	-55.5
Cc1ccc2oc(=O)c3cnn(CC(=O)N4CCc5ccccc5C4)c3c2c1	.	-8.0	11.3	.	-2.3	.	70.9	-0.4	88.7	6.2
NNc1nc2c(F)cccc2s1	-1.5	-6.2	11.8	.	-3.1	2.3	89.6	-5.0	89.3	-27.7
N#CC(C(=O)NCCc1ccccc1)c1nc2ccccc2nc1N1CCOCC1 (stereo not given)	0.8	-2.0	18.6	-6.4	0.1	3.6	89.6	0.8	89.8	-114.0
Cc1ccc(CNS(=O)(=O)N(C)C)cc1	-12.5	-7.6	2.5	7.0	-0.8	2.6	91.4	.	103.5	-30.7
Cc1cc2nc(CCN3CCOCC3)n(S(=O)(=O)c3ccc(C(C)(C)C)cc3)c2cc1C	-8.0	.	4.7	-9.8	0.2	0.5	70.9	.	67.6	-76.2
CN(C)c1ccc(/C=C(\Cl)c2nc3ccccc3s2)cc1	9.7	-0.2	5.1	.	-3.6	9.2	57.2	-2.6	55.0	-51.9
CCCCNC(=O)C1CC(=O)N(c2ccc(OC)cc2)C1c1ccc(OC)cc1 (stereo not given)	-6.2	-6.8	4.2	-11.0	-4.1	-0.5	86.2	.	83.7	-14.3
COc1ccc(NC(=O)CCN2C(=O)C3CC=C(Cl)CC3C2=O)cc1 (stereo not given)	-1.5	0.0	12.2	11.2	-1.0	-0.3	103.1	-3.0	103.1	1.8
COc1ccccc1OCc1ccc(C(=O)N2CCN(C(=O)c3ccco3)CC2)cc1	-20.3	-13.2	3.5	8.6	-1.2	2.0	104.9	-0.4	94.9	-11.1
NC(=O)CCN(Cc1ccccc1)S(=O)(=O)c1ccccc1	-1.0	-9.1	0.7	-2.1	-0.6	1.5	101.2	-3.8	98.2	6.8
Cc1c(C(=O)NCCc2ccccc2)oc2ccc(S(=O)(=O)N3CCOCC3)cc12	18.9	-10.9	18.9	-67.7	-1.2	7.1	61.6	-0.3	68.9	-29.2
COc1ccc(C2C(C(=O)Nc3cc(C)on3)c3ccccc3C(=O)N2C)cc1OC (stereo not given)	-3.9	-3.6	11.1	.	-3.2	0.7	93.0	-1.7	86.6	-3.6
COc1ccc(OC)c(C2C(C#N)=C(N)Oc3cc(N)ccc32)c1 (stereo not given)	3.6	-16.8	12.1	-26.8	-5.6	2.5	67.1	1.0	76.1	-29.8
CN(N=Nc1ccc([N+](=O)[O-])cc1)c1ccccc1	-2.0	-6.0	3.1	.	2.5	9.4	93.3	-1.7	95.0	18.2
Cc1cc(C)n(-c2nnc(C)n2/N=C/c2ccco2)n1	-17.5	2.5	1.9	3.3	0.5	-1.1	99.2	-0.9	86.3	-21.2
Cc1nnc(N(Cc2ccccc2)C(=O)c2cnccn2)s1	2.6	-11.4	3.2	3.4	-1.9	-0.4	97.8	-0.3	82.1	1.3
CCOc1ccc2nc(NCCCO)[nH]c2c1	-0.5	.	12.3	8.6	-3.5	1.2	94.4	.	85.3	-9.9
Cc1cccc(CC(=O)Nc2cc(C)c3c(=O)oc4ccccc4c3n2)c1	3.8	-7.8	8.3	.	-1.2	1.5	87.1	-0.1	85.0	-17.9
Cn1cccc1Cc1nnc(SCC(=O)NCCc2ccccc2)n1-c1ccc(F)cc1	1.8	-10.2	18.9	-3.9	-1.4	-2.4	72.6	-0.4	83.0	6.1

The list continues.
SMILES	GALR2 antag	Yeast lifespan up	Measles CPE	E-sel TNF inh	MRP-1 activ	NPY-Y2 antag	PTEN del growth	Phagocytosis inh	bCat KO growth	BB579 growth dn
COc1ccc(/C=N/Nc2ncnc3sc4c(c23)CCCC4)cc1O	0.2	-6.2	20.3	5.4	-5.1	1.5	22.2	-4.9	14.1	-47.3
Cc1nc(N2CCN(c3ccccc3)CC2)[nH]c(=O)c1Cc1ccccc1	-1.1	-20.5	5.6	-1.2	-1.9	-0.9	83.4	-0.4	82.8	-16.6
CCOC(=O)c1cnc(-n2cc(C)cn2)nc1Nc1ccccc1OC	3.6	-3.2	-0.2	3.5	-0.5	2.2	87.9	-2.7	88.7	-45.3
CCOC(=O)c1c(NC(=O)c2cc(-c3ccc(O)cc3)on2)sc(C(C)=O)c1C	4.1	-3.7	8.7	-11.8	-3.9	1.2	57.6	.	27.8	-24.1
Cc1ccc(NC(=O)CCn2cnc3ccccc3c2=O)cc1Cl	0.7	-5.4	8.8	-39.7	-0.5	0.8	101.6	.	101.8	-39.7
CSc1ccccc1NC(=O)CO/N=C(\C)c1cc2ccccc2o1	-9.2	-7.3	9.6	23.5	1.1	8.3	92.3	-4.1	87.0	-9.1

This is a random part of the collection; about 6.2% have a hit in one of these screens.
